Efflux pump inh = antifungal efflux pump inhibition, Nile Red retention. S. cerevisiae Candida pump triplex. inhibition, % at 10 µM. AID 485275. hit rate 0.44% among 330,000;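 active = plate passing quality check with inhibition over a set limit, or well fluorescence over plate mean plus 4 SD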;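 note: Nile Red retained in pooled yeast measured as flow cytometry median fluorescence; 0% = buffer negative control and 100% = Enniatin B positive control; higher means more Nile Red kept so more efflux inhibition; some compounds called inactive have numbers as strong as hits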
MCL1-BIM inh = MCL1-BIM-BH3 interaction inhibition (human); GST-MCL1 / FITC-Bim-BH3 fluorescence polarization; inhibition, % at 10.9 µM; hit rate 0.68% among 320,000;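 active = inhibition above the mean inhibition of all tested compounds plus 3 SD, set per campaign, cut at about 40% in these data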;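 note: 0% = DMSO wells and 100% = unlabeled Bim-BH3 peptide control; higher means more loss of mP so more displacement of Bim peptide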
BCLXL inh = Bcl-xL (human) inhibition; Q07817; GST-Bcl-xL / FITC-Bim BH3 peptide fluorescence polarization; inhibition, % at 10.9 µM; hit rate 0.7% among 320,000;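 active = inhibition above the mean of all tested compounds plus 3 SD, cutoff set per campaign, cut at about 30% in these data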;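 note: 0% = DMSO wells and 100% = unlabeled Bim-BH3 peptide competitor; inhibitors lower millipolarization by displacing the labeled peptide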
MEX-5 binding = C. elegans MEX-5 TCR-2 RNA binding activity | AID 1832 | activity score (negative = inhibition of binding), % at 10 µM | MEX-5/FITC-TCR2 RNA binding, fluorescence polarization; hits give low values | hit rate 0.38% among 300,000 | Q9XUB2;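 active = inhibition past about -25% in most replicates, and total fluorescence under double the plate's negative control median, limit read from the data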;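 note: 0% = DMSO and -100% = 5 µM competing unlabeled TCR2 RNA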
GLD-1 RNA inh = GLD-1-TGE RNA interaction inhibition (C. elegans); Q17339; purified GLD-1 + fluorescein TGE RNA, fluorescence polarization; inhibition, % at 5.96 µM; hit rate 0.44% among 320,000;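 active = percent inhibition above a per-plate cutoff, the plate mean of test compounds plus 3 SD, cut at about 30% in these data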;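 note: 0% = DMSO wells with GLD-1 and probe and 100% = wells lacking GLD-1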
VLA-4 inh = inhibition in a human VLA-4 binding assay. AID 2557. VLA-4 expressing cells, ligand binding flow cytometry. hit rate 0.2% among 330,000. inhibition, % (about 7 µM as worked out from the volumes in the protocol). P13612; in the data active = inhibition above about 50%
Target sequence (P13612 whole entry, looked up): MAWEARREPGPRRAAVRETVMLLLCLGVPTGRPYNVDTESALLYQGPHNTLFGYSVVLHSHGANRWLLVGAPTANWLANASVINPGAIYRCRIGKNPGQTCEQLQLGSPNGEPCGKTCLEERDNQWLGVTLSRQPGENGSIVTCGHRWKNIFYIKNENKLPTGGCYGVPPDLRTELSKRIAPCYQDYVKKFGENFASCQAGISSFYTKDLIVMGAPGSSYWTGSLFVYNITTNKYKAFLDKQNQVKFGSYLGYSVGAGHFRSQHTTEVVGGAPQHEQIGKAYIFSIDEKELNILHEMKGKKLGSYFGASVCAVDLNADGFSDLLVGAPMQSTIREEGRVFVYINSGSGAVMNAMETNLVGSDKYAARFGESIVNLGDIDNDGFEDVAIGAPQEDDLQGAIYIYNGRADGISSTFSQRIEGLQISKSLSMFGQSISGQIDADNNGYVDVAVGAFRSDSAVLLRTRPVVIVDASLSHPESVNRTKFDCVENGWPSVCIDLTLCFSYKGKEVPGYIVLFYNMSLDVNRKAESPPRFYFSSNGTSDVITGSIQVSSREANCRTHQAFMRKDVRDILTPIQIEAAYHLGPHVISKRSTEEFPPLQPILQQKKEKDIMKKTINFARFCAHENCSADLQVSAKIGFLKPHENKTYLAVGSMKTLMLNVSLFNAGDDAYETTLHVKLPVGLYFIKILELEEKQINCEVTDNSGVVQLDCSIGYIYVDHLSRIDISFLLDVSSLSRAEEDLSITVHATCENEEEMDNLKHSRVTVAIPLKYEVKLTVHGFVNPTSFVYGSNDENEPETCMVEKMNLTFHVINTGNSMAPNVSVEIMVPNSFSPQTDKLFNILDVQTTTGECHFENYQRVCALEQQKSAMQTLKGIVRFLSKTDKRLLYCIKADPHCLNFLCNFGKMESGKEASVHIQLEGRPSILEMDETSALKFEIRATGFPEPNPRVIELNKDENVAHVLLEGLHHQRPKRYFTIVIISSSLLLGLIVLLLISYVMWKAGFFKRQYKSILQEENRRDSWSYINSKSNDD
PME-1 primary = blocks human protein phosphatase methylesterase 1; Q9Y570; recombinant PME-1, FP-Rh probe fluorescence polarization; inhibition, % at 5.9 µM; hit rate 0.53% among 320,000; AID 2130;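 active = inhibition above the campaign mean of all compounds plus 3 SD, cut at about 26% in these data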;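 note: competitive labeling of PME-1 active site by serine hydrolase directed probe; 0% = PME-1 with DMSO and 100% = wells lacking PME-1 enzyme; inhibitors block probe labeling so polarization falls and inhibition rises; many of its hits are not listed in these tables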
Fam108B counter = Fam108B inhibition, counter-screen for RBBP9 inhibitors | recombinant Fam108B, FP-Rh probe fluorescence polarization | inhibition, % at 9.51 µM | hit rate 0.33% among 300,000 | AID 1947;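 active = inhibition above the screen mean inhibition plus 3 SD, computed separately per campaign, cut at about 18% in these data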;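 note: inhibitors lower polarization as less probe binds the enzyme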
GRK2 inh = human GRK2 inhibition via aptamer displacement. bead flow cytometry, FAM-aptamer displacement from GRK2. inhibition of aptamer binding, % at 10 µM. hit rate 0.59% among 330,000;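 active = inhibition of aptamer binding above 40%, roughly 3 SD of noise, on plates passing a quality check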;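 note: median bead fluorescence of bound FAM aptamer so fluorescent compounds give negative values; no value below 0 was filed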
An asterisk follows results filed as active; · = not tested or not shown. Some of the compounds tested; the hit share may differ from the screen's.

SMILES	Efflux pump inh	MCL1-BIM inh	BCLXL inh	MEX-5 binding	GLD-1 RNA inh	VLA-4 inh	PME-1 primary	Fam108B counter	GRK2 inh
COc1cccc(C(=O)OCCCN(C)C)c1	-0.4	13	7	-1.2	0	-13	1	1	1
Cc1cc(=O)n2ncnc2n1COCCO	0.0	2	4	0.0	-5	14	-4	3	0
CN(C)CCCNC(=O)C1(O)c2cc(Br)ccc2NC(=O)N1c1ccc(Cl)cc1 (stereo unspecified)	0.1	7	4	-2.2	1	-2	-1	-1	8
O=c1sc2ccccc2n1CCOc1ccccc1	0.0	1	-2	2.2	10	5	2	-4	0
CC(C)CCN1C(=O)c2ccc(C(=O)OCC(=O)N(CC(C)C)C3CCS(=O)(=O)C3)cc2C1=O (stereo unspecified)	-0.1	·	·	·	6	41	·	·	8
CC(NCc1ccc([N+](=O)[O-])cc1)C1COc2ccccc2O1 (stereo unspecified)	0.0	4	2	0.7	-1	-283	0	-5	2
CC(C)(C)NC(=O)C(OC(=O)Cn1nnc(-c2ccc(F)cc2)n1)c1ccncc1 (stereo unspecified)	-0.1	-2	-5	-1.2	-2	-12	-4	-3	0
O=C(c1cc(Cl)ccc1Cl)N1CCc2ccccc21	0.7	-16	-9	0.3	-3	-14	3	-5	0
COc1ccc(NC(=O)CCN2CCCC2)c(OC)c1	0.0	1	5	-2.0	4	-6	-8	6	0
O=C(Nc1ccc(Cl)cc1)N1N=CCC1c1ccccc1 (stereo unspecified)	0.4	8	0	-1.6	8	7	1	-4	2
CCN1CCN(c2nc(C)c3c(n2)CC(C)CC3=O)CC1 (stereo unspecified)	-0.2	2	6	-0.6	-4	17	-1	-4	7
CC1CCCC(C)N1CC(O)COC1CCC(C(C)(C)C)CC1 (stereo unspecified)	0.2	1	-4	-0.3	-1	0	-4	0	2
CC1Cc2ccccc2N1CC(=O)Nc1ccc(S(=O)(=O)N(C)C)cc1 (stereo unspecified)	0.0	7	2	1.2	5	1	10	2	0
COc1ccc(N2CCN(C3CCCN(Cc4cccc(OC)c4)C3)CC2)cc1 (stereo unspecified)	-0.1	-5	1	1.8	-2	5	-5	-2	0
CCN(CC(=O)Nc1ccccc1C(F)(F)F)C(=O)c1ccccc1Sc1ccccc1C#N	0.2	8	4	·	9	4	0	·	0
COC(=O)Cc1[nH]c(=O)[nH]c1C(=O)OC	0.4	-5	-3	0.5	-1	-4	0	0	0
CN(C)CCNC(NC(=O)c1cccs1)C(Cl)(Cl)Cl (stereo unspecified)	0.1	8	5	-1.5	-2	0	-8	0	0
COc1ccccc1CNC(=O)CCc1nc2ccccc2c(=O)[nH]1	0.3	-18	-8	-1.1	2	0	-1	-4	3
CC1CCN(S(=O)(=O)c2ccc(C(=O)N3CCOCC3)cc2)CC1	-0.1	-4	4	2.8	2	13	-5	-1	4
CN1CCN(S(=O)(=O)c2cccc(C(=O)NCCOc3ccccc3F)c2)CC1	-0.6	-8	-3	0.6	1	11	-2	3	0
COC(=O)c1ccc(CSCC(=O)Nc2cc(OC)cc(OC)c2)o1	0.2	1	1	-0.8	-7	1	-4	0	2
O=C(O)c1cc(-c2ccc(Cl)s2)nc2ccccc12	0.1	0	3	-1.5	6	7	-13	-5	0
Cc1cc(C)nc(OC(C(=O)O)C(OCCC(C)C)(c2ccccc2)c2ccccc2)n1 (stereo unspecified)	0.0	11	3	0.4	1	1	-1	-8	2
O=C(NCCOc1ccccc1Cl)C(=O)Nc1ccccc1	-0.1	6	3	-2.1	3	-13	-8	-1	0
Fc1ccc(/C=N/NC(=S)Nc2cccnc2)cc1	0.0	4	1	-1.2	5	-2	1	-5	0
Carrying on:
SMILES	Efflux pump inh	MCL1-BIM inh	BCLXL inh	MEX-5 binding	GLD-1 RNA inh	VLA-4 inh	PME-1 primary	Fam108B counter	GRK2 inh
Cc1ccc(S(=O)(=O)C2(C(=O)N3CCN(c4cc(C)ccc4C)CC3)CC2)cc1	0.2	4	7	-0.5	-3	0	2	8	0
C=CCC(=O)N1CCCC(CNC(=O)c2ccc(-c3ccccc3)cc2)C1 (stereo unspecified)	0.0	-1	3	-0.4	2	16	4	0	0
CCCn1c(NC(=O)CN2C(=O)NC3(CCCC3)C2=O)nc2ccccc21	-0.1	-6	-4	-0.4	-3	-14	-3	-1	0
COc1ccc(C(CNC(=O)c2ccc(Cl)c(S(=O)(=O)N3CCCC3)c2)N2CCCC2)cc1 (stereo unspecified)	0.1	1	-2	·	-8	-4	4	·	0
COc1ccc([C@H]2CC(=O)C=C(c3ccc(C(F)(F)F)c(C(F)(F)F)c3)C2)cc1OC	0.2	5	-2	·	7	0	-8	·	0
CSCC(C)N1CCC(Oc2cccc(C(=O)NCc3ccccn3)c2)CC1 (stereo unspecified)	0.0	56*	48*	-29*	16	0	-2	-1	0
CC(Sc1nnnn1-c1cccc(F)c1)C(=O)NC1CCCC1 (stereo unspecified)	0.0	7	-2	·	3	-5	1	·	10
CCOC(=O)C1CCN(Cc2ccc(F)c(F)c2)CC1	0.0	-3	1	-0.4	9	16	0	0	1
N#Cc1c(SCC(=O)Nc2ccccc2)nsc1SCC(=O)Nc1ccccc1	0.2	6	2	0.0	2	1	2	-3	0
COc1ccc(C2C(C(C)=O)=C(C)N=c3s/c(=C\c4cc(C)n(C)c4C)c(=O)n32)c(OC)c1 (stereo unspecified)	2.5*	-78	-42	-38*	-111	-145	-16	0	3
O=C(Nc1nccs1)c1ccc(Br)s1	-0.4	3	-2	-0.2	-3	6	2	-2	1
Cc1cccc(OCCCC(=O)Nc2ccc(N3CCCCC3)cc2)c1C	0.5	-9	-3	·	5	9	1	-1	0
COc1ccc(-c2cc(C3CCNCC3)[nH]n2)cc1	0.2	-1	-1	0.6	-2	-8	1	0	0
CN(CCc1ccccc1)C(=O)c1ccc(NC(=O)Cc2cccc([N+](=O)[O-])c2)cc1	0.3	·	·	·	-4	16	·	·	0
O=C(O)c1cc2c(ccc3ccccc32)[nH]1	-0.1	3	7	-2.5	-4	8	4	2	0
COc1cccc2cc(C(=O)N3CC(C)OC(C)C3)c(=O)oc12 (stereo unspecified)	0.1	2	3	2.0	7	-1	8	-3	0
CSc1ncccc1C(=O)N(C)CC(=O)Nc1ccc(Cl)c(C(F)(F)F)c1	0.2	-5	0	3.9	2	-14	6	-4	0
CCOC(=O)c1c(NC(=O)c2ccc(Cl)s2)sc(C)c1C	0.0	-2	2	-0.9	4	29	-4	2	0
Cc1ccc(S(=O)(=O)N(C)C)cc1NC(=O)CCc1c[nH]c2ccccc12	0.1	3	0	-0.3	2	10	5	-3	2
Cc1cccc(Oc2ccc(NC(=O)c3ccccc3C(=O)O)cc2)c1	-0.1	3	4	0.7	-2	-3	-1	2	3
O=C(Nc1nnc2n1CCS2)c1ccc(Br)o1	-0.1	-2	-2	2.0	3	-1	-3	1	4
Cc1ccc(C)c(NC(=O)c2ccccc2O)c1	-0.1	-4	0	-0.6	3	14	0	1	1
CCC(NC(=O)C1CCCC1)c1ccc(C)cc1 (stereo unspecified)	0.0	10	1	-0.7	5	15	-1	0	1
CCCCn1c(N)c(N(CCOC)C(=O)c2cccc(S(=O)(=O)N3CCCCC3)c2)c(=O)[nH]c1=O	0.0	-12	-1	-2.6	4	-4	4	-1	3
COc1cc(C=O)ccc1OCCOCCOc1ccc(Cl)cc1	0.0	-9	-1	-0.3	4	5	-2	4	2

Looked up above.
PME-1 primary result of `Cc1ccc(C)c(NC(=O)c2ccccc2O)c1` = 0
MCL1-BIM inh result of `CC1Cc2ccccc2N1CC(=O)Nc1ccc(S(=O)(=O)N(C)C)cc1` (stereo unspecified) = 7
BCLXL inh result of `CN(C)CCCNC(=O)C1(O)c2cc(Br)ccc2NC(=O)N1c1ccc(Cl)cc1` (stereo unspecified) = 4
Efflux pump inh result of `COc1ccccc1CNC(=O)CCc1nc2ccccc2c(=O)[nH]1` = 0.3
Efflux pump inh result of `CN(CCc1ccccc1)C(=O)c1ccc(NC(=O)Cc2cccc([N+](=O)[O-])c2)cc1` = 0.3

More entries:
SMILES	Efflux pump inh	MCL1-BIM inh	BCLXL inh	MEX-5 binding	GLD-1 RNA inh	VLA-4 inh	PME-1 primary	Fam108B counter	GRK2 inh
Cc1cc(C)n(-c2ccc(C(=O)NCC(=O)Nc3cc(Cl)ccc3Cl)cc2)n1	-0.9	·	·	·	5	-10	·	·	3
COc1ccccc1NC(=O)C(C)OC(=O)c1nc2nc(C)cc(C)n2n1 (stereo unspecified)	0.0	-3	-2	0.8	3	0	-2	-6	2
O=C(COC(=O)CNC(=O)c1ccc(Cl)cc1)Nc1cccc(S(=O)(=O)N2CCCC2)c1	0.0	-2	-1	-4.7	11	1	-2	64*	1
CC(=O)c1sc(NC(=O)c2ccc(C)c(C)c2)nc1C	0.0	-2	3	-0.4	0	1	-1	-10	0
O=C(Nc1cc(N2CCOCC2)ncn1)Nc1cccc2ccccc12	-0.1	3	2	0.2	-4	26	0	6	0
CSCC(C)N1CCC(n2nccc2NC(=O)c2ccc3c(c2)OCO3)CC1 (stereo unspecified)	-0.2	22	27	-3.3	19	-4	-5	1	0
COCCn1c(NC(=S)NC(=O)C2CC2)cc(=O)[nH]c1=O	-0.2	5	14	-0.8	7	15	1	-1	0
CC(C)(C)C(=O)/C=C(N)/C=C/c1ccccc1	0.1	-10	-6	0.0	-9	10	-1	-3	5
CN1CCN(C(=O)CN(c2ccccc2)S(=O)(=O)N(C)C)CC1	-0.1	4	0	0.9	6	3	2	6	0
CCN(CC)c1ccc(NC(=O)CCN2C(=O)c3ccccc3S2(=O)=O)c(C)c1	0.0	1	1	1.3	-4	-17	1	0	2
O=C(NCCCn1ccnc1)c1cc2ccccc2o1	0.0	6	6	-5.0	2	-17	-5	-1	1
CCN(CC)C(=O)c1cc2c(=O)oc3ccccc3c2s1	-0.1	5	3	-2.7	4	-15	2	-4	1
CCOC(=O)C(C)n1nc(/C=C/c2ccc(OC)cc2)ccc1=O (stereo unspecified)	0.0	-5	-1	0.3	3	9	3	-1	0
COC(=O)c1cc(NC(=O)c2c(Cl)nc3sccn23)cc(C(=O)OC)c1	-0.1	0	3	0.0	-2	12	1	-1	0
CN1CCN(CC(=O)NC(=O)NC2CCCCC2)CC1	-0.1	3	1	·	3	-1	4	·	5

Structures listed so far with a cyano group, in the order listed:
SMILES	Efflux pump inh	MCL1-BIM inh	BCLXL inh	MEX-5 binding	GLD-1 RNA inh	VLA-4 inh	PME-1 primary	Fam108B counter	GRK2 inh
CCN(CC(=O)Nc1ccccc1C(F)(F)F)C(=O)c1ccccc1Sc1ccccc1C#N	0.2	8	4	·	9	4	0	·	0
N#Cc1c(SCC(=O)Nc2ccccc2)nsc1SCC(=O)Nc1ccccc1	0.2	6	2	0.0	2	1	2	-3	0

Compounds from the list above containing a nitro group on carbon:
SMILES	Efflux pump inh	MCL1-BIM inh	BCLXL inh	MEX-5 binding	GLD-1 RNA inh	VLA-4 inh	PME-1 primary	Fam108B counter	GRK2 inh
CC(NCc1ccc([N+](=O)[O-])cc1)C1COc2ccccc2O1 (stereo unspecified)	0.0	4	2	0.7	-1	-283	0	-5	2
CN(CCc1ccccc1)C(=O)c1ccc(NC(=O)Cc2cccc([N+](=O)[O-])c2)cc1	0.3	·	·	·	-4	16	·	·	0
